Compound activity from PubChem BioAssay.
STEP block – inhibitors of human striatal-enriched phosphatase STEP; recombinant STEP, OMFP fluorogenic substrate, fluorescence; inhibition, % at 20 µM; hit rate 0.25% among 360,000; AID 588621;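 active = inhibition at 20 µM, scaled per plate between control wells, above about 37%, limit read from the data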;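 note: 0% = DMSO with enzyme and substrate and 100% = substrate only without enzyme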
Target sequence (P54829 whole entry, looked up): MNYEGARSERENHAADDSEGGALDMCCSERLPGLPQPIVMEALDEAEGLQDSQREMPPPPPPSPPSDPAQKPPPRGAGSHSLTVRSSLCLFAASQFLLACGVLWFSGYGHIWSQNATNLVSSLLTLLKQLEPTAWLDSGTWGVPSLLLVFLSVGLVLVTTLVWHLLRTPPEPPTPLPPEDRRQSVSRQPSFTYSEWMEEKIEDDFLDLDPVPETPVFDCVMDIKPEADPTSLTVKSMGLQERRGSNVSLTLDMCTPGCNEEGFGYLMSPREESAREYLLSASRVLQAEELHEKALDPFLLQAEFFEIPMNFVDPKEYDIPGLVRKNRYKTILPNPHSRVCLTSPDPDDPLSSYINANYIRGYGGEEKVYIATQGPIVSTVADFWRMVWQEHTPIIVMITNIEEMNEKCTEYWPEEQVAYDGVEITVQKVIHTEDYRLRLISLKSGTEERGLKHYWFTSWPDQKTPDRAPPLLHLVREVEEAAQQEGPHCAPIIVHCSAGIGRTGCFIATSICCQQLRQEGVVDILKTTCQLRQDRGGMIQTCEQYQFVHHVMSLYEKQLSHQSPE
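Measure: Control-normalized % inhibition with plate pattern correction | Test system: STEP phosphatase, cell-free reaction | Medium: pH 6.0 Bis-Tris with DTT and Tween 20 | Technique: Fluorescence, 480/540 nm | Times: Reaction 20 min, ambient temperature | Doses: Single compound dose of 20 µM, 1% DMSO final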
DNMT1 inh – DNMT1 (human) enzyme inhibition; P26358; hit rate 0.83% among 360,000; inhibition (reported as % activation of signal), % at 10 µM; DNMT1 molecular beacon, Hinp1I cleavage, fluorescence; AID 588458; in the data active = inhibition above about 50%
SUMO1 PPI mod – modulators of human SUMO1-mediated protein-protein interactions | P63165 | SUMO1 binding to a labelled peptide, TR-FRET, 1 h | inhibition, % at 20 µM | hit rate 0.33% among 360,000 | AID 602429; in the data active = inhibition above about 37%
Target sequence (P63165 whole entry, looked up): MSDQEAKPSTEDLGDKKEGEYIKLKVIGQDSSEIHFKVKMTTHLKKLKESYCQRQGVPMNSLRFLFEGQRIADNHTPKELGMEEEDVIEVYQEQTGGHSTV
LMPTP inh – blocks human LMPTP phosphatase. AID 651560. hit rate 0.22% among 360,000. inhibition, % at 20 µM. recombinant LMPTP-A, OMFP fluorogenic substrate, fluorescence intensity;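 active = compounds that cut the enzyme signal by at least half of the control window in the single-dose screen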;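 note: plate controls were DMSO wells with enzyme plus substrate for no effect and substrate without enzyme for full effect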
Target sequence (P24666 whole entry, looked up): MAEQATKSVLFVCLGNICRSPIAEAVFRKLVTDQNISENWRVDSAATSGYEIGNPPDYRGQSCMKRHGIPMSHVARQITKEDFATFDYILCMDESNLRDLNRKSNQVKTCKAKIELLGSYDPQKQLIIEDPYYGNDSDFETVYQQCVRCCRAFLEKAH
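Test system: LMPTP-A phosphatase enzyme. Amount: LMPTP-A at 0.625 nM final in the reaction. Reagent: OMFP substrate, 400 µM final. Times: 50 min at room temperature. Signal: endpoint fluorescence intensity from OMFP dephosphorylation. Read-out basis: % inhibition. Benchmarks: no-enzyme and uninhibited controls.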
E coli Lon inh – inhibits E. coli Lon protease; inhibition, % at 7.94 µM; P0A9M0; AID 602123; hit rate 0.42% among 360,000; purified E. coli Lon protease, fluorescence polarization; in the data active = inhibition above about 13%, passing the limit was not always enough;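 note: 0% = enzyme with probe and DMSO and 100% = no enzyme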
MsrA inh – inhibitors of bovine MsrA. AID 651718. purified bovine MsrA, absorbance read-out. inhibition, % at 15.5 µM. hit rate 0.75% among 360,000; in the data active = inhibition above about 4.5%;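 note: 0% = vehicle wells with enzyme and 100% = reference inhibitor wells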
CendR NRP1 mod – NRP-1/CendR interaction modulation; FAM-RPARPAR peptide binding to NRP-1, fluorescence polarization; O14786; hit rate 0.85% among 360,000; inhibition, % at 25 µM;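 active = inhibition or corrected inhibition above about 18%, plus a signal ratio from 0.5 to 1.5, limit read from the data, passing the limit was not always enough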; note: strong numbers were not always called active
Tb MetRS inh – blocks T. brucei methionyl-tRNA synthetase activity. purified T. brucei MetRS, ATP depletion, Kinase-Glo luminescence. inhibition, % at 11.9 µM. hit rate 0.4% among 360,000. AID 624268;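 active = inhibition above a per-plate cutoff of the control wells' mean inhibition plus 3 SD, cut at about 5.5% in these data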;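 note: 0% = DMSO wells median and 100% = median of wells with control inhibitor compound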
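Dosing: 11.9 µM single point; system: parasite MetRS enzyme; technique: luminescence of leftover ATP; times: 15 min enzyme-compound preincubation, 2 h reaction, 10 min detection, 25 °C; replicates: each compound tested once; read-out basis: percent inhibition relative to median high and low control wells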
bovine MsrA act – activators of bovine methionine sulfoxide reductase A. purified bovine MsrA, absorbance read-out. activation, % at 10.6 µM. AID 602163. hit rate 0.3% among 360,000; in the data active = activation above about 7.5%;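 note: 0% = vehicle and 100% = reference activator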
Scp1 inh – inhibitors of human Scp-1 phosphatase | inhibition, % at 20 µM | hit rate 0.88% among 340,000 | Q9GZU7 | AID 493091 | Recombinant Scp1, phosphopeptide, malachite green phosphate absorbance;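 active = inhibition above about 50% at 20 µM, limit read from the data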;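 note: plate controls were DMSO wells with enzyme for no effect and wells lacking enzyme for full effect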
Target sequence (Q9GZU7 76-261 limits assumed): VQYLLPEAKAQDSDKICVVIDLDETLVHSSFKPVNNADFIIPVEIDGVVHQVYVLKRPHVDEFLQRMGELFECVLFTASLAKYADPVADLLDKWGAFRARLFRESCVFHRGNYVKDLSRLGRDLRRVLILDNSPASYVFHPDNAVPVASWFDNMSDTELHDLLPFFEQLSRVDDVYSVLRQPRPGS
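Test system: SCP-1 phosphatase catalytic domain, residues 76-261; measured by: colorimetric phosphate reagent with accelerator and stabiliser, absorbance at 630 nm; timing: enzyme reaction 45 min at room temperature, colour 5 min, stabilisation 30 min; also added: Phosphorylated 17-residue peptide substrate; compound dosing: one concentration, 20 µM, with 1.0% DMSO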
* hit, by the source's call; x = not tested or not shown.

| mol | STEP block | DNMT1 inh | SUMO1 PPI mod | LMPTP inh | E coli Lon inh | MsrA inh | CendR NRP1 mod | Tb MetRS inh | bovine MsrA act | Scp1 inh |
| --- | --- | --- | --- | --- | --- | --- | --- | --- | --- | --- |
| CCc1ccc(Nc2n[n+](-c3ccccc3)c(-c3ccc(OC)c(Br)c3)s2)cc1 | 2 | 6 | -77 | 0.9 | 11 | 1.3 | 15 | -0.3 | -1 | 1 |
| CCCn1c(CN2CCN(C(=O)OCC)CC2)nc2cc([N+](=O)[O-])ccc21 | -2 | 2 | -14 | -0.4 | 3 | 2.0 | 10 | -0.3 | -3 | -12 |
| CCOC(=O)CNC(=O)C1(/C=C/c2ccccc2)CC(=O)N1c1ccc(C)cc1 (centres undefined) | 2 | 1 | 3 | 0.7 | 5 | -0.2 | -5 | -1.3 | -3 | -1 |
| CCCCn1nnnc1C1(C)CCC(=O)N1C1CC1 (centres undefined) | x | x | 5 | -0.7 | -3 | -1.2 | 1 | -1.0 | -1 | x |
| CSc1ccc(S(=O)(=O)NCC(=O)OCC(=O)NC2(C#N)CCCCC2)cc1[N+](=O)[O-] | 1 | 3 | -35 | 1.1 | 6 | -0.7 | 17 | -0.5 | -1 | 11 |
| Cc1ccc(-c2nc3ccc(C)cn3c2CC2CCCCC2)cc1 | x | x | 6 | 0.0 | -16 | 0.5 | -26 | -1.9 | -14 | x |
| COc1ccccc1CNC1CCN(Cc2ccccc2)CC1 | -5 | 2 | 5 | -3.7 | 4 | 0.2 | -5 | -0.7 | -11 | 4 |
| Cc1ccccc1C(=O)Nc1ccc(N2CCCC2)cc1 | 1 | -6 | -6 | 9.9 | 3 | 3.1 | 4 | 0.4 | -2 | 8 |
| CC1=C(CCN2CCN(C(C)C)C(CCO)C2)C(C)(C)CCC1 (centres undefined) | 2 | -1 | 2 | 2.5 | 4 | 0.4 | 1 | -0.7 | -2 | -1 |
| CCS(=O)CCSC(=N)N (centres undefined) | -3 | 0 | -6 | -0.1 | 0 | -0.2 | 1 | -0.2 | -2 | -2 |
| CC(C)Cc1nc2oc3c(NCC(C)O)ncnc3c2c2c1CCCC2 (centres undefined) | 2 | 0 | 5 | 2.0 | -5 | 0.4 | 2 | 1.6 | -2 | -2 |
| NC(=O)c1ccccc1N/C=C1\CCCCC1=O | 0 | -5 | -2 | -0.8 | 4 | 1.0 | 0 | -0.1 | -2 | -1 |
| O=C(OCc1nc2ccccc2s1)c1cnccn1 | 1 | -1 | -4 | -1.7 | -5 | -0.6 | 4 | -1.0 | -1 | -2 |
| Cc1nn(CC(C)C)c(Cl)c1C(=O)N(C)CC(=O)Nc1ccc(Cl)cc1 | 2 | 0 | -3 | -0.3 | 2 | -0.3 | 11 | 0.0 | -1 | x |
| O=C(Nc1cccc(C(F)(F)F)c1)C1CCCO1 (centres undefined) | 1 | -3 | 1 | -0.9 | 2 | -1.7 | 6 | -0.5 | -3 | -4 |
| CCCCN(C(=O)CSCC(=O)Nc1ccc(C)cc1)c1c(N)n(CC(C)C)c(=O)[nH]c1=O | -3 | 4 | 4 | 0.9 | 2 | -1.7 | -9 | -0.2 | -7 | -8 |
| Cc1cccc(OCC(=O)OCC(=O)c2c(N)n(C)c(=O)n(C)c2=O)c1 | -1 | 0 | 0 | -0.4 | -8 | 1.1 | 21 | 0.0 | -1 | 1 |
| Cc1cc2nc(-c3ccccc3Br)n(/C=C(\c3ccccc3)n3c(=O)[nH]c4ccccc43)c2cc1C | 0 | -7 | -16 | 14 | 7 | 0.1 | 11 | -0.2 | -2 | x |
| COCC(=O)N(C)C[C@H]1N[C@@](Cc2ccccc2)(C(=O)OC)[C@H]2C(=O)N(Cc3ccccc3)C(=O)[C@@H]12 | -1 | 1 | 4 | -1.7 | 5 | -1.0 | 5 | 1.0 | -1 | 12 |
| CN1CCN(S(=O)(=O)c2cccc(C(=O)N(C)Cc3cccs3)c2)CC1 | 2 | 6 | 6 | -0.7 | -1 | -0.1 | 1 | 0.8 | -2 | -13 |
| NC(=O)C1CCN(C(=O)c2cc3c(s2)CCCC3)CC1 | 1 | -5 | 19 | -1.0 | -5 | -0.1 | -2 | -0.5 | -4 | -1 |
| O=C(NCC(c1cccs1)N1CCOCC1)c1ccccc1NS(=O)(=O)c1ccc(Cl)cc1 (centres undefined) | -4 | 2 | 5 | 0.9 | -3 | 0.3 | -7 | -0.5 | -4 | -3 |
| Cc1occc1C(=O)NNC(=S)NCc1ccccc1 | -2 | 3 | -1 | -2.1 | 1 | -0.9 | -8 | -1.6 | -10 | -2 |
| CCOC(=O)C(=Cc1ccc(-n2ccnc2)cc1)C(=O)OCC | 2 | 2 | 0 | -2.2 | 2 | 0.6 | -1 | -0.7 | -2 | -4 |
| COc1ccccc1NS(=O)(=O)c1cc(NC(=O)c2cccc(S(=O)(=O)N(C)C)c2)ccc1N1CCOCC1 | 6 | -17 | -2 | 1.8 | -10 | 0.6 | 6 | -0.7 | 0 | 11 |

A draw from above in order of number of heavy atoms, low to high.
| mol | STEP block | DNMT1 inh | SUMO1 PPI mod | LMPTP inh | E coli Lon inh | MsrA inh | CendR NRP1 mod | Tb MetRS inh | bovine MsrA act | Scp1 inh |
| --- | --- | --- | --- | --- | --- | --- | --- | --- | --- | --- |
| O=C(OCc1nc2ccccc2s1)c1cnccn1 | 1 | -1 | -4 | -1.7 | -5 | -0.6 | 4 | -1.0 | -1 | -2 |
| Cc1ccc(-c2nc3ccc(C)cn3c2CC2CCCCC2)cc1 | x | x | 6 | 0.0 | -16 | 0.5 | -26 | -1.9 | -14 | x |
| Cc1cccc(OCC(=O)OCC(=O)c2c(N)n(C)c(=O)n(C)c2=O)c1 | -1 | 0 | 0 | -0.4 | -8 | 1.1 | 21 | 0.0 | -1 | 1 |

Structural class, those above with a thiophene ring, fused or not
| mol | STEP block | DNMT1 inh | SUMO1 PPI mod | LMPTP inh | E coli Lon inh | MsrA inh | CendR NRP1 mod | Tb MetRS inh | bovine MsrA act | Scp1 inh |
| --- | --- | --- | --- | --- | --- | --- | --- | --- | --- | --- |
| CN1CCN(S(=O)(=O)c2cccc(C(=O)N(C)Cc3cccs3)c2)CC1 | 2 | 6 | 6 | -0.7 | -1 | -0.1 | 1 | 0.8 | -2 | -13 |
| NC(=O)C1CCN(C(=O)c2cc3c(s2)CCCC3)CC1 | 1 | -5 | 19 | -1.0 | -5 | -0.1 | -2 | -0.5 | -4 | -1 |
| O=C(NCC(c1cccs1)N1CCOCC1)c1ccccc1NS(=O)(=O)c1ccc(Cl)cc1 (centres undefined) | -4 | 2 | 5 | 0.9 | -3 | 0.3 | -7 | -0.5 | -4 | -3 |

(more compounds)
| mol | STEP block | DNMT1 inh | SUMO1 PPI mod | LMPTP inh | E coli Lon inh | MsrA inh | CendR NRP1 mod | Tb MetRS inh | bovine MsrA act | Scp1 inh |
| --- | --- | --- | --- | --- | --- | --- | --- | --- | --- | --- |
| CC(=O)n1cc(Nc2ccc([N+](=O)[O-])cc2)c2ccccc21 | 0 | 0 | -9 | -0.7 | 12 | 2.2 | -6 | -0.6 | -8 | -5 |
| COc1ccc(-c2cc(C(=O)N3CCCCCC3)c3cc(C)ccc3n2)cc1 | 0 | -3 | -8 | 0.7 | 2 | 1.7 | 0 | 0.0 | -5 | -16 |
| CC1CCN(C(=O)CSc2nc3ncccc3[nH]2)CC1 | 2 | 1 | 16 | -1.4 | 4 | -0.4 | 4 | 1.3 | -5 | 3 |
| O=C(OCC(=O)N1CCCC1)c1cccs1 | 2 | -1 | 0 | -1.0 | 3 | -0.8 | 4 | 0.1 | 1 | 6 |
| CCOC(=O)c1cnc(SC)nc1Oc1cccc(NS(=O)(=O)c2ccc(Cl)cc2)c1 | 3 | -3 | 1 | 0.2 | -2 | 1.4 | -1 | -0.6 | 0 | 11 |
| Fc1ccc(CN2CCN3CCCC3C2C2CCCCC2)cc1F (centres undefined) | 5 | 0 | 20 | -2.5 | -5 | 1.1 | 3 | -1.4 | -1 | 10 |
| O=C(CN1CCN(c2ccc(Cl)cc2)CC1)N1CCCC1 | -2 | 2 | -4 | 0.5 | -1 | -0.5 | 17 | 0.3 | -2 | 1 |
| C[C@@H]1CN([C@H](C)CO)C(=O)CCCn2nncc2CO[C@@H]1CN(C)C(=O)Nc1cccc2ccccc12 | 0 | 5 | 0 | -0.6 | 0 | -0.8 | -3 | -1.1 | -2 | x |
| COc1ccc(/C=N/Nc2cc(C)nc3ccc(OC)cc23)c(OC)c1 | 6 | 51* | 87* | 29 | -13 | -0.9 | 19 | -0.1 | -2 | -7 |
| CCOC(=O)C1(C)CCCN(C(=O)c2cc(C#N)cs2)C1 (centres undefined) | -3 | -1 | 3 | -0.3 | 0 | 0.5 | 22 | 0.0 | -3 | x |
| CC(C)(C)NC(=O)CSc1ccc(C(C)(C)C)cc1 | 2 | -5 | -3 | -0.4 | -1 | -0.6 | -3 | -1.5 | 0 | -9 |
| C/C(CCC(=O)O)=N/Nc1ccc([N+](=O)[O-])cc1[N+](=O)[O-] | -3 | 1 | -31 | 0.2 | -11 | 13* | -5 | 0.2 | -7 | -1 |
| Cc1cc(NS(=O)(=O)c2ccc(NC(=S)Nc3ccc(Cl)cc3C)cc2)no1 | 6 | 1 | 4 | -2.5 | -8 | -0.9 | 15 | -0.1 | -1 | -13 |
| O=C1CN(S(=O)(=O)c2cccc(Br)c2)CCN1 | -3 | 1 | 5 | -2.1 | -14 | 1.5 | 17 | 0.1 | -4 | 7 |
| CC(OC(=O)/C=C/c1ccc2ccccc2n1)C(=O)N(C)c1ccccc1 (centres undefined) | -2 | -6 | -38 | -8.4 | -9 | 0.1 | -5 | -0.1 | -3 | -4 |
| C=CCn1c(NC(=O)c2ccc(Br)o2)c(C(=O)OCC)sc1=S | 8 | -1 | 1 | 1.0 | 0 | 2.0 | 5 | -0.3 | -1 | -11 |
| COc1ccc(/C=C/C(=O)OCC(=O)NCCC2=CCCCC2)cc1OC | 1 | -3 | 15 | 0.5 | 0 | 3.9 | 9 | -1.1 | -9 | 2 |
| CCOc1ccc(CCNC(=O)C2CCCN(S(=O)(=O)N3CCCCC3)C2)cc1OCC (centres undefined) | 0 | -2 | 7 | -1.1 | -11 | -0.1 | 6 | -0.6 | 0 | x |
| CCC(C)(C(=O)NC1CCCC1)N(C(C)=O)c1ccc(C)cc1 (centres undefined) | 0 | -1 | 2 | -0.5 | -4 | -0.2 | 5 | -0.7 | -8 | -1 |
| O=C(O)C1(c2ccccc2)CCN(S(=O)(=O)c2ccc(Cl)s2)CC1 | 2 | 0 | 2 | -1.5 | -3 | -1.6 | 10 | -0.4 | -1 | -11 |
| Cc1ccnc(NC(=O)Nc2cccc(F)c2)c1 | 1 | 0 | -2 | -0.6 | -9 | 3.2 | -7 | -0.3 | -3 | -7 |
